FUS yeast rescue: qHTS for Suppressors of FUS Proteinopathy: Primary screen using FUS-linked yeast assay | S. cerevisiae FUS-expressing, growth rescue, OD600, 24 h | Potency, µM (doses to about 76.6 µM), inactives show at the highest dose growth rescue (activation), usual class: activators | hit rate 0.24% among 390,000 | AID 1347120, 2019;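 also: potency is read from the fitted curve at half-maximal effect; plate controls were DMSO vehicle for no effect and reference control for full effect; nearly all actives have a fitted effect of over 55% in size; some results filed as inactive show a strong effect at the top dose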
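Cultures pregrown in 2.5% raffinose medium are shifted to minimal medium containing 2% galactose to express toxic FUS. Compounds are tested at several concentrations. After 24hr at 30C, growth is quantified at 600 nm absorbance.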
DRD3 antagonist: qHTS of D3 Dopamine Receptor Antagonist: qHTS | max response, negative = inhibition, % | D3R cells, DiscoveRx beta-arrestin luminescence, antagonist mode; hits give low values | hit rate 2.5% among 360,000; in the data active = max response below about -50%; inconclusive = no clear call, values can overlap the other calls; also: % is scaled to controls: 0 for no effect and ±100 for the full control effect; mostly tested at two doses, the higher about 12 µM
Target sequence (P35462 whole entry, looked up): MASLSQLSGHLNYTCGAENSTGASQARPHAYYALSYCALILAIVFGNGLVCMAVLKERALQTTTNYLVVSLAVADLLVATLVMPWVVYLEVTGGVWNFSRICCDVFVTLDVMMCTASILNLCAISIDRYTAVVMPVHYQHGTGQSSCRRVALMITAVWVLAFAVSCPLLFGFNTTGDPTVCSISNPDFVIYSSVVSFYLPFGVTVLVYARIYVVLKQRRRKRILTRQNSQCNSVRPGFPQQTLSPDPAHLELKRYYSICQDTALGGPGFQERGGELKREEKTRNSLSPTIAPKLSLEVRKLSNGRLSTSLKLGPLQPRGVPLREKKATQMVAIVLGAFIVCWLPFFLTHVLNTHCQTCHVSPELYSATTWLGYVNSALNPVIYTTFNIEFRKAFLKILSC
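Cells plated overnight at 1500 cells/well, then exposed to library compounds with dopamine controls for 90 minutes at 37 degrees C. DiscoveRx reagent added for 30–60 minutes at room temperature; luminescence read, quantitative HTS format.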
TDP43 rescue: qHTS of TDP-43 Inhibitors; TDP-43 expressing yeast growth rescue, BacTiter-Glo, 24 h; Potency, µM (top dose mostly 46.1 µM), without a hit: at the highest dose growth rescue (activation), hits mostly activators; hit rate 1.8% among 410,000; AID 652104, 2013; also: potency is read from the fitted curve at half-maximal effect; % of control where 0% means no effect; nearly all actives have a fitted effect of over 50% in size
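Luminescence from BacTiter-Glo reports growth of TDP-43-expressing yeast after 24 hr at 30 deg C with compound. Cells were raffinose-pregrown to mid-log, then seeded in galactose medium at OD600=0.02.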
PTHR1 agonist: qHTS for PTHR1 Agonists: Primary Screen. HEK293 GP2 PTHR1 cells, GloSensor cAMP luminescence, 1 h. Potency, µM (series often up to 115 µM), inactives show at the highest dose activation, actives largely listed as activators. hit rate 0.075% among 410,000. AID 743266, 2014; also: potency is read from the fitted curve at half-maximal effect; nearly all actives have a fitted effect of over 55% in size; some results filed as inactive show a strong effect at the top dose; inactives centre near -15; many of its hits are not listed in these tables
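HEK-293-derived GP2 cells expressing PTHR1 and a GloSensor cAMP reporter, 3,000/well, plated overnight, given luciferin plus IBMX (each 0.5 mM as added) for 1 h at 37 °C, then compound for 1 h at 37 °C. Luminescence was read after 15 min at room temperature.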
GLP-1R agonist: qHTS of GLP-1 Receptor Agonists; Potency, µM (series often up to 45.6 µM), without a hit: at the highest dose activation, most hits filed as activators; hit rate 0.007% among 380,000; HEK293 GLP-1R CRE-luciferase, luminescence, 4-6 h; cells express a hypersensitive GLP-1R form; Glucagon-like peptide 1 receptor (Homo sapiens), P43220; AID 624172, 2012; also: potency is read from the fitted curve at half-maximal effect; % of control where 0% means no effect
Target sequence (P43220 whole entry, looked up): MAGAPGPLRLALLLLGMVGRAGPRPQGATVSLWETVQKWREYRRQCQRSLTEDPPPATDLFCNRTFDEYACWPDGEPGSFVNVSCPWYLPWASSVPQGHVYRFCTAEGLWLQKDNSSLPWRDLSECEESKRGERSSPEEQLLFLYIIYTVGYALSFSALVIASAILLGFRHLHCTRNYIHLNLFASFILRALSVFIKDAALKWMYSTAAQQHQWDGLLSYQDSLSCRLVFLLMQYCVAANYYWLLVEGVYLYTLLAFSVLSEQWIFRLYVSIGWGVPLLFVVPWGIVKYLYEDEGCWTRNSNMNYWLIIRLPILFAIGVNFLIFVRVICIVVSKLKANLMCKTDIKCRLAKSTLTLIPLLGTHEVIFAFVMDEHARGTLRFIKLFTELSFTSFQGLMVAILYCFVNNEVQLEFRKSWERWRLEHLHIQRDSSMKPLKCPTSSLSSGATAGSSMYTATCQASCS
aSyn rescue: qHTS of alpha-syn Inhibitors; AID 652106, 2013; hit rate 0.14% among 370,000; Yeast expressing alpha-synuclein, growth rescue, BacTiter-Glo, 24 h; Potency, µM (series often up to 46.1 µM), without a hit: at the highest dose growth rescue (activation), usual class: activators; also: potency is read from the fitted curve at half-maximal effect; % of control where 0% means no effect; nearly all actives have a fitted effect of over 65% in size
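Screening used galactose-induced yeast with toxic alpha-synuclein levels, exposed to compound for 24 hr at 30 deg C. Cell growth, read with BacTiter-Glo luminescence, gave the measured signal.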
Akt phos inh: HTS Assay for Inhibitors of Akt Phophorylation: Primary Screen. hit rate 0.32% among 360,000. Neuro2A IGF-stimulated pAkt S473 HTRF, 20 min; hits give low values. activity change, % for hits at 50 µM; in the data active = activity change below about -80%; inconclusive = mostly about -51% to -80%; also: % is scaled to controls: 0 for no effect and ±100 for the full control effect
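Neuro2A cells (4,500/well, DMEM with 0.5% FBS) were treated with compound at a single 50 µM final concentration, stimulated with 6 nM IGF for 20 min at 37 °C, and lysed. Phospho-Akt Ser473 was read by HTRF as 665/615 ratio ×10^4.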
GLP-1R inv ag: qHTS of GLP-1 Receptor Inverse Agonists (Inhibition Mode); Glucagon-like peptide 1 receptor (Homo sapiens), P43220; HEK293 GLP-1R CRE-luciferase, luminescence, 24 h; GLP-1R form is constitutively active; Potency, µM (top dose mostly 38.3 µM), without a hit: at the highest dose activity change, negative = inhibition, most hits filed as inhibitors; hit rate 1.6% among 410,000; also: potency is read from the fitted curve at half-maximal effect; % is scaled to controls: 0 for no effect and ±100 for the full control effect; nearly all actives have a fitted effect of over 55% in size
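Using stably transfected HEK293 (constitutively active GLP-1R, cAMP-luciferase reporter), compounds were incubated 24 hr and luciferase measured by luminescence.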
Abeta yeast res: qHTS for compounds that reverse cellular toxicity of Amyloid beta (A-beta) peptide in yeast: Primary Screen; yeast expressing A-beta42, growth rescue, OD600, 48 h; response scale: 0% DMSO, 100% iron-clioquinol control; Potency, µM (titrated, usually from 46.1 µM), inactives show at the top dose growth rescue, usual class: activators; hit rate 0.063% among 410,000; also: potency is read from the fitted curve at half-maximal effect; nearly all actives have a fitted effect of over 55% in size
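Yeast A-beta toxicity model in growth medium with pinned compounds, 48 h at 30 C; growth read as absorbance at 600 nm. Normalized to FeCl3/clioquinol equimolar mix (positive) and DMSO (negative).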
* hit, by the source's call; i = inactive; ? = inconclusive; / = no result given; [ ] = dose if it differs, or a comment. Unless noted, calls follow the shape of the dose curve; as a rule, active = well fitted curve in the direction sought with a large enough effect; inconclusive = small, poorly fitted or top-dose-only effect, or another doubt; inactive = no such curve, though single readings can be large; an effect the other way counts as inactive or inconclusive.

No.	structure	aSyn rescue	PTHR1 agonist	DRD3 antagonist	Akt phos inh	GLP-1R agonist	Abeta yeast res	FUS yeast rescue	TDP43 rescue	GLP-1R inv ag
1	CC(C)NC(=O)c1cc(C2CCCCN2C(=O)OCCF)on1 (stereo not given)	-9%	i	42	i	9%	12%	-21%	7%	-16%
2	O=C(N/N=C/c1cccnc1)c1ccc(NC(=O)c2cccc(Cl)c2)cc1	-2%	-3%	5	i	4%	17%	19%	13%	0%
3	O=C(/C=C/c1cccc([N+](=O)[O-])c1)Nc1ccc(NC(=O)c2cccs2)cc1	-7%	i	?	i	-7%	-3%	/	-21%	5%
4	CC1CCN(C(=O)CSc2c3c(nc4cc(Cl)ccc24)CCCC3)CC1	/	-19%	/	/	-1%	-35%	?	?	-29%
5	CN(C)c1ccnc(Nc2ccc(O)cc2)c1C#N	0%	i	7	i	3%	-5%	15%	-20%	6%
6	Cc1cc(C)n(-c2nc3ccccc3nc2N2CCN(C(=O)c3ccc(Cl)cc3)CC2)n1	10%	-29%	-20	i	3%	9%	?	21%	?
7	O=C1CCCCN1CC(=O)N1CCCC(Nc2ccc(F)c(F)c2)C1 (stereo not given)	-1%	i	-1	i	2%	12%	-24%	17%	0%
8	COc1ccccc1NC(=O)c1ccc2[nH]c(C)c(C)c2c1	0%	-32%[inhibitor]	-26	i	16%	-7%	-20%	5%	?
9	COc1ccccc1NC(=O)CSc1nnc(-c2ccncc2)o1	-1%	i	7	i	21%	-6%	22%	2%	0%
10	Cc1cccc(N2CCN(S(=O)(=O)c3cccc4nonc34)CC2C)c1 (stereo not given)	7%	-27%	1	i	3%	1%	31%	6%	-3%
11	CCC(C)NC(=O)c1ccc2c(c1)N(Cc1cccc(Cl)c1)C(=O)c1ccccc1S2=O (stereo not given)	/	-19%	/	/	/	-3%	?	2%	-22%
12	S=C(NCc1cccs1)NCC1CCCO1 (stereo not given)	-3%	i	-8	i	0%	-19%	-13%	-13%	0%
13	CC1(C)C(c2ccccc2)=[N+]([O-])CN1O	1%	-9%[57.5 µM]	23	/	-7%	1%	18%	-12%	2%
14	CC(C)c1onc(C(=O)NCc2ccccn2)c1[N+](=O)[O-]	-2%	?	1	i	4%	-21%	-2%	-17%[0.397 µM]	9%
15	CCN(CC(=O)NCc1ccc(F)cc1)C(=O)/C=C/c1ccc(OC)c(S(=O)(=O)NC(C)C)c1	0%	-4%	-4	i	18%	3%	28%	-1%	?
16	O=C(c1ccccc1[N+](=O)[O-])N1CCc2ccccc2C1	2%	i	24	i	-7%	8%	-3%	3%	4%
17	C[C@@H]1CN([C@@H](C)CO)C(=O)c2cc(NS(=O)(=O)c3ccc(F)cc3)ccc2O[C@@H](C)CCCCO[C@H]1CN(C)C(=O)NC1CCCCC1	0%	-24%	11	i	-1%	2%	?	?	?
18	Cc1cc2nc3s/c(=C/c4ccc(-c5ccccc5C(=O)O)o4)c(=O)n3c2cc1C	7%	-25%	-5	i	7%	6%	-25%	28%	21%
19	CCS(=O)(=O)Nc1ccc2c(c1)OCO2	-1%	-8%	-18	i	2%	2%	-7%	2%	19%
20	CCCC(=O)Nc1ccc(C(=O)COC(=O)C2CC2)cc1	-2%	-8%	-6	i	6%	-9%	0%	3%	-1%
21	CCc1cc(CNC(=O)c2cc(COc3ccc(C)nc3)on2)on1	2%	-22%	4	i	0%	6%	16%	-5%	5%
22	COc1ccc(C(CNC(=O)C(CCSC)NC(=O)c2ccccc2Cl)N2CCOCC2)cc1 (stereo not given)	0%	-21%	25	i	-3%	1%	4%	0%	11%
23	N#CCC(=O)N1CCCCCC1	6%	i	21	i	1%	-14%	8%	0%	7%
24	COc1ccccc1CNC(=O)OCc1nccnc1C(=O)Nc1ccc(Br)cn1	7%	i	13	i	5%	/	-17%	8%	7%
25	COc1ccc(-c2cccc(NS(=O)(=O)c3cc([N+](=O)[O-])ccc3Cl)c2)nn1	8%	-8%	-2	i	11%	-15%	45%	-16%	0%
26	Cc1sc(N)nc1C12CC3CC(CC(C3)C1)C2	2%	-42%[inhibitor]	-4	i	-3%	16%	13%	6%	?
27	CCCN1Cc2cccc(C(=O)N3CCN(c4ccccc4)CC3)c2C1=O	-11%	i	6	i	-5%	-17%	18%	1%	7%
28	CCOC(=O)c1c(C)oc2nc(C)nc(N3CCN(c4ccc(OC)cc4)CC3)c12	/	-41%[inhibitor]	/	/	/	-6%	-1%	?	-9%
29	CCNC(=S)NNC(=O)c1cccnc1	-1%	-7%	-7	i	-1%	6%	-12%	-4%	22%
30	NS(=O)(=O)c1ccc(CCNC(=O)COC(=O)CCc2c[nH]c3ccccc23)cc1	-5%	3%	3	i	2%	-13%	/	-6%	-2%

Quoted at random: 2 records from the list.
No.	structure	aSyn rescue	PTHR1 agonist	DRD3 antagonist	Akt phos inh	GLP-1R agonist	Abeta yeast res	FUS yeast rescue	TDP43 rescue	GLP-1R inv ag
23	N#CCC(=O)N1CCCCCC1	6%	i	21	i	1%	-14%	8%	0%	7%
16	O=C(c1ccccc1[N+](=O)[O-])N1CCc2ccccc2C1	2%	i	24	i	-7%	8%	-3%	3%	4%

Next section:
No.	structure	aSyn rescue	PTHR1 agonist	DRD3 antagonist	Akt phos inh	GLP-1R agonist	Abeta yeast res	FUS yeast rescue	TDP43 rescue	GLP-1R inv ag
31	CCOCCOC(=O)c1ccc(NC(=O)/C=C/c2ccc(OC)c(OC)c2)cc1	/	-31%[inhibitor]	/	/	/	-18%	25%	11%	?
32	Cc1ccccc1-c1nc(CS(=O)(=O)CC(=O)NCc2cccc(Cl)c2)c(C)o1	/	-8%	/	/	-4%	-7%	-4%	-2%	?
33	O=C(N/N=C/c1sc(=O)[nH]c1-[n+]1ccccc1)c1ccccc1[O-]	8%	i	-5	i	17%	-15%	3%	-24%	3%
34	CCOc1cc(NC(=S)NCCCN2CCOCC2)c(OCC)cc1NC(=O)c1ccc(OC)cc1	1%	-18%	3	i	0%	-5%	14%	-8%	10%
35	Cc1noc(C)c1COC(=O)c1cccc(S(=O)(=O)N2CCCCCC2)c1	7%	-76%[inhibitor][57.5 µM]	10	i	24%	10%	29%	27%	?
36	CC(C)(C)C(=O)NC1CCN(S(=O)(=O)c2ccc(C(F)(F)F)cc2)CC1	-5%	i	4	i	-6%	-4%	-1%	-22%	20%
37	CCOc1ccc(Br)cc1/C=N/O	-11%	-19%	3	i	4%	-12%	-13%	-21%	5%
38	O=C(O)/C=C/c1ccc(S(=O)(=O)N(CCO)CCO)cc1	2%	i	4	i	-3%	-2%	-10%	-18%	10%
39	NS(=O)(=O)c1cnccc1Nc1ccc(Cl)c(Cl)c1	4%	-10%	5	i	11%	9%	-2%	16%	-5%
40	Cn1nc(-c2ccccc2)c2nc3ccccc3nc21	5%	i	?	i	1%	19%	-16%	27%	14%
41	CCOC(=O)N1CCN(C(=O)c2ccc3c(c2)sc2nc(-c4ccccc4)cn23)CC1	2%	-19%[57.5 µM]	?	i	0%	9%	8%	?	-12%
42	CCc1ccc2c(c1)NC(=O)C2(C)Cc1ccccc1OC (stereo not given)	?	-22%	21	i	-3%	19%	0%	?	?
43	COc1ccccc1NC(=O)C(=O)NNS(=O)(=O)c1ccc2ccccc2c1	13%	-18%	-21	i	0%	-4%	-8%	-7%	6%
44	O=C(CCc1ccccc1)NCC1(c2ccccc2)CCCC1	?	12%	-8	i	16%	18%	11%	-1%	?
45	Cn1cc([N+](=O)[O-])c(C(=O)Nc2cc(Oc3ccccc3)cc([N+](=O)[O-])c2)n1	2%	-21%	-12	i	7%	0%	/	5%	?
46	O=C(COC(=O)Cc1cccs1)Nc1ccccc1	0%	i	14	i	0%	16%	39%	5%	-2%
47	OC(COC1CCCCC1)CN1CCN(c2ccccc2)CC1 (stereo not given)	3%	i	-61*	i	-9%	6%	14%	20%	0%
48	Cc1csc2ncnc(N3CCN(C(=O)Nc4ccc(OC(F)(F)F)cc4)CC3)c12	-2%	-37%[inhibitor]	8	i	-1%	-72%[inhibitor]	?	?	?
49	COc1ccc(Cl)cc1NC(=O)CSc1nc(=O)[nH]c2c1CCCC2	/	i	/	/	/	0%	-12%	21%	6%
50	NC(=O)C1CCN(C(=O)c2cc(S(=O)(=O)N3CCOCC3)ccc2Cl)CC1	-4%	-40%[inhibitor]	-11	i	-1%	-10%	17%	-21%[9.22 µM]	1%
51	Nc1ccc(C2(c3ccc(N)cc3)c3ccccc3C(=O)c3ccccc32)cc1	-5%	-27%	?	i	5%	-6%	24%	-7%	-15%
52	CC(C)NC(=O)C1CCN(C(=O)N(C)C)CC1	-11%	-28%[57.5 µM]	-11	i	0%	9%	-32%	1%	-23%
53	CC(Oc1ccc(Br)cc1Br)C(=O)Nc1cccnc1Cl (stereo not given)	15%	i	5	i	4%	-7%	3%	?	-22%
54	CCOC(=O)C1CCN(CCC(=O)Nc2ccc(OC)cc2)CC1	/	-18%	/	/	/	2%	4%	20%	17%
55	CCOc1c(Cl)cc(/C=C/C(=O)N(CC)CC(=O)Nc2ccc(NC(C)=O)cc2)cc1OC	3%	i	-53*	i	12%	8%	/	15%	-3%
56	O=C1N/C(=N\N=C\c2cccs2)SC1Cc1cccc(Cl)c1 (stereo not given)	12%	i	-9	i	2%	-13%	/	-15%	?

Source: PubChem BioAssay

The list is partial; the hit share may differ from the screen's.
